From PubChem
Pol beta inh: DNA polymerase beta (human) inhibition; P06746; Pol beta primer extension/strand displacement, fluorescence kinetic; Potency, µM (titrated, usually from 114 µM), without a hit: at the highest dose activity change, negative = inhibition, usual class: inhibitors; hit rate 1.3% among 340,000; AID 485314; note: potency is the fitted concentration of half-maximal effect; % is set by controls: 0 for no effect and ±100 for the full control effect
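Human Pol beta at 10 nM; strand-displacement substrate 50 nM final. Compound exposure 15 min at room temperature before start, reaction 10 min at room temperature.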
Apoferritin bind: candidate novel general anesthetic via apoferritin binding. Potency, µM (doses to about 77.5 µM), for the others: at the highest dose activity change, negative = displacement, most hits filed as inhibitors. apoferritin/1-aminoanthracene competitive binding, fluorescence. hit rate 0.074% among 350,000. P02791; note: potency is the fitted concentration of half-maximal effect; % is set by controls: 0 for no effect and ±100 for the full control effect; nearly all actives have a fitted effect of over 20% in size
Target sequence (P02791 2-175 limits assumed): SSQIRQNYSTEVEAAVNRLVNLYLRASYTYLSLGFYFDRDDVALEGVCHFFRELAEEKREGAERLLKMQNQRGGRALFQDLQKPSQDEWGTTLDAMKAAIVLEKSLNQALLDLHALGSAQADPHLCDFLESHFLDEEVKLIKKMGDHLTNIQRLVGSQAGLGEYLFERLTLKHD
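10 uM apoferritin + 50% sat. 1-AMA, PBS; cpd 10 min RT; Ex380/Em535 endpoint; normalized to free probe vs complex; 4-param Hill fit; propofol titration as pos. ctrl.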
POLI inh: blocks human DNA polymerase iota activity; Pol iota fluorescent replication assay, 10 min; AID 588590; Potency, µM (highest dose often 115 µM), for inactives: top-dose activity, negative = inhibition, most hits filed as inhibitors; hit rate 1% among 390,000; Q9UNA4; note: potency is the fitted concentration of half-maximal effect
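Fluorescent replication assay read twice, at 0 min and 10 min after adding 50 nM (final) substrate. Enzyme (10 nM) and compounds were first incubated 15 min at room temperature; enzyme-free buffer wells were negative controls.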
BLM helicase inh: Bloom syndrome helicase (human) inhibition; P54132; recombinant BLM DNA unwinding, fluorescence dequenching; Potency, µM (top dose mostly 56.1 µM), without a hit: at the highest dose activity change, negative = inhibition, most hits filed as inhibitors; hit rate 0.2% among 350,000;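 note: potency is the fitted concentration of half-maximal effect; plate controls were vehicle for no effect and no enzyme for full effect; nearly all actives have a fitted effect of over 35% in size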
POLH inh: DNA polymerase eta (human) inhibition; Q9Y253; recombinant Pol eta, fluorescent DNA replication assay; Potency, µM (doses to about 114 µM), for inactives: at the highest dose activity change, negative = inhibition, actives largely listed as inhibitors; hit rate 1.2% among 390,000; AID 588591; note: potency is the fitted concentration of half-maximal effect; % is set by controls: 0 for no effect and ±100 for the full control effect
Target sequence (Q9Y253 whole entry, looked up): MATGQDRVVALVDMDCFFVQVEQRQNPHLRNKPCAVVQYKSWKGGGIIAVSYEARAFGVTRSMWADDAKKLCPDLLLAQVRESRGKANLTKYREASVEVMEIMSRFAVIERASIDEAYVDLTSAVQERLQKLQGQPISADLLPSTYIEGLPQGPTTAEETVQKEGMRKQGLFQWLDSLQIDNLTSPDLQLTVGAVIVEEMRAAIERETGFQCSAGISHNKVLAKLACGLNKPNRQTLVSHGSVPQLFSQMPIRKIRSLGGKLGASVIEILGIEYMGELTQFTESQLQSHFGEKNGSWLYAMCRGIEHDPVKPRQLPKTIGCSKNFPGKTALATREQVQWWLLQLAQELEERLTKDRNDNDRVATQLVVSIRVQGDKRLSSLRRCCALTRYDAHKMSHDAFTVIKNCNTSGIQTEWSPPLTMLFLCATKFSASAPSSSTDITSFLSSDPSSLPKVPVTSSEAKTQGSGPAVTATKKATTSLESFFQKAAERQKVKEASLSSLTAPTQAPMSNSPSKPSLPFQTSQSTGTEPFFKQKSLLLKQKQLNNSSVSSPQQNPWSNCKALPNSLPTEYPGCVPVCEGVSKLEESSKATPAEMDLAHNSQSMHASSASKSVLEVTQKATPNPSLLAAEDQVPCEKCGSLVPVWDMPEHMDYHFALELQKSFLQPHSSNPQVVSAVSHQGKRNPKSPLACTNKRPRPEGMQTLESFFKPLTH
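Fluorescent replication assay: 50 nM final substrate added after a 15 min room-temperature compound preincubation with 10 nM enzyme. Signal taken at 0 min and again at 10 min.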
APE1 inh: inhibitors of human APE1 endonuclease; P27695; recombinant APE1, TAMRA/BHQ-2 abasic DNA cleavage fluorescence; Potency, µM (doses to about 65.8 µM), for inactives: at the top dose activity change, negative = inhibition, usual class: inhibitors; hit rate 0.35% among 350,000;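 note: potency is the fitted concentration of half-maximal effect; plate controls were vehicle for no effect and reference inhibitor for full effect; nearly all actives have a fitted effect of over 55% in size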
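Substrate: short duplex with […] THF abasic site, 5'-TAMRA and 3'-BHQ-2, 50 nM final. APE1 at 0.75 nM, preincubated 15 min RT with compound. Fluorescence increase from first to third read measured activity.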
POLK inh: blocks human DNA polymerase kappa activity; Q9UBT6; AID 588579; hit rate 0.53% among 400,000; Potency, µM (titrated, usually from 107 µM), for inactives: top-dose activity, negative = inhibition, usual class: inhibitors; purified Pol kappa, fluorescent DNA synthesis assay, 10 min; note: potency is the fitted concentration of half-maximal effect; % is set by controls: 0 for no effect and ±100 for the full control effect
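First, compounds were pin-transferred onto 10 nM Pol kappa. After 15 min at room temperature, substrate was added to 50 nM final. Fluorescence was then measured kinetically at 0 and 10 min.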
Glioma ERSR ind: inducers of ER stress response in human glioma cells; Potency, µM, for inactives: top-dose activation, hits mostly activators; U87-MG GRP78 promoter luciferase reporter, 16 h; hit rate 0.02% among 420,000; note: potency is the fitted concentration of half-maximal effect; series mostly up to about 76 µM; % of control where 0% means no effect; nearly all actives have a fitted effect of over 35% in size
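ERSR induction read as luciferase luminescence (Bright-Glo, 10 min at room temperature) in stably transfected human U87-MG glioma cells exposed to compounds for 16 h, using GRP78 as sensor.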
LDHA inh: blocks human lactate dehydrogenase A; P00338; purified LDHA, NADH/diaphorase-resazurin fluorescence; stronger effect = lower value; activity change, % (values are at about 110 or 230 µM); hit rate 0.15% among 480,000; in the data active = activity change below about -30%; inconclusive = mostly about -25% to -30%;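 note: plate controls were DMSO wells for no effect and wells without enzyme for full effect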
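Remaining NADH was detected by diaphorase (0.133 mg/mL) converting 37 µM resazurin to fluorescent resorufin, read at 0 and 20 minutes. The preceding 5-minute room-temperature reaction used 2 nM LDHA, 0.2 mM sodium pyruvate and 0.06 mM NADH at pH 7.4.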
Active calls of the source: *; & = joins results of further samples; [ ] = dose if it differs, or a comment. Unless noted, calls come from the whole dose curve; as a rule, active = well fitted curve in the direction sought with a large enough effect; inconclusive = small, poorly fitted or top-dose-only effect, or another doubt; inactive = no such curve, though single readings can be large; an effect the other way counts as inactive or inconclusive. An excerpt; the hit share may differ from the screen's.

Screening O=C(c1cc(-c2cccs2)on1)N1CCN(C(c2ccccc2)c2ccccc2)CC1 returned Pol beta inh -19.3%, Apoferritin bind -8.8%, POLI inh 10.3%, BLM helicase inh -9.3%, POLH inh -7.5%, APE1 inh 1.5%, POLK inh -3.7%, Glioma ERSR ind -3.5% and LDHA inh -1.7.
`c1ccc(-c2ccc3c(c2)NC(C2Nc4cc(-c5ccccc5)ccc4O2)O3)cc1` (configuration not stated) gave Pol beta inh -25.6%, Apoferritin bind 3.4%, POLI inh inconclusive, BLM helicase inh -10.0%, POLH inh -8.5%, APE1 inh -3.9%, POLK inh -7.7%, Glioma ERSR ind 1.2% and LDHA inh 1.8.
`Cc1nc(C)c(C(=O)N/N=C/c2cn(C)c3ccccc23)s1` gave Pol beta inh -28.6%, Apoferritin bind -1.7%, POLI inh inconclusive, BLM helicase inh -0.4%, POLH inh -14.8%, APE1 inh -3.5%, POLK inh -2.8%, Glioma ERSR ind -1.4% and LDHA inh -0.5.
For COC(=O)c1ccccc1NC(=O)c1cccnc1 the results were Pol beta inh 17.5%, Apoferritin bind -5.2%, POLI inh 9.9%, BLM helicase inh -6.1%, POLH inh -11.8%, APE1 inh 24.6%, POLK inh 3.6%, Glioma ERSR ind 1.4% and LDHA inh -0.5.
COc1cc(C(=O)NCc2nnc(SCC(=O)Nc3nccs3)o2)cc(OC)c1OC was read as Pol beta inh 13.3%, Apoferritin bind -8.7%, POLI inh 72.8%[activator], BLM helicase inh -6.8%, POLH inh -2.3%, APE1 inh -3.1%, POLK inh 2.0%, Glioma ERSR ind -0.9% and LDHA inh -11.4.
`COc1cc(C2c3c(oc4ccccc4c3=O)C(=O)N2c2ccccn2)cc(OC)c1OC` (configuration not stated) gave Pol beta inh 0.0%, Apoferritin bind 8.2%, POLI inh 3.9%, BLM helicase inh -0.4%, POLH inh -9.3%, POLK inh -20.8%, Glioma ERSR ind -2.0% and LDHA inh -6.8.
Screening COc1ccnc(Oc2ccc(Cl)cc2)c1C#N returned Pol beta inh 0.4%, Apoferritin bind -7.4%, POLI inh 19.7%, BLM helicase inh 1.4%, POLH inh -19.1%, APE1 inh -10.1%, POLK inh 4.1%, Glioma ERSR ind 2.3% and LDHA inh -1.1.
For Cc1ccc(S(=O)(=O)Oc2ccc(/C=C3\N=C(c4cccc(C)c4)OC3=O)cc2)cc1 the results were Pol beta inh inconclusive, Apoferritin bind -11.7%, POLI inh 37.7%, BLM helicase inh -2.2%, POLH inh -15.2%, APE1 inh -2.2%, POLK inh -8.0%, Glioma ERSR ind -3.5% and LDHA inh -10.0.
Screening CCCCNC(=O)COC(=O)c1cc2c(C)nn(-c3ccccc3)c2s1 returned Pol beta inh 2.5%, Apoferritin bind -2.1%, POLI inh 6.8%, BLM helicase inh -1.5%, POLH inh -1.0%, APE1 inh 0.1%, POLK inh 3.9%, Glioma ERSR ind -2.6% and LDHA inh -2.8.
`COc1ccc(NC(c2ccc(F)cc2)c2nnc(-c3ccccc3Cl)o2)cc1Cl` (configuration not stated) gave Pol beta inh inconclusive, Apoferritin bind -10.5%, POLI inh 39.5%[activator], BLM helicase inh -9.7%, POLH inh -18.6%, POLK inh -2.4%, Glioma ERSR ind 0.7% and LDHA inh -0.3.
For O=Cc1ccc(N2CCCC2)o1 the results were Pol beta inh 30.2%[activator], Apoferritin bind inconclusive, POLI inh 0.7%, BLM helicase inh -2.5%, POLH inh -2.5%, APE1 inh -1.4%, POLK inh -5.4%, Glioma ERSR ind -6.0% and LDHA inh -7.4.
CC1CC(C)(C)CC2(C1)NC(=O)N(CC(=O)NCC(c1ccco1)N1CCCCC1)C2=O (configuration not stated) was read as Pol beta inh 1.6%, Apoferritin bind -20.5%, POLI inh 14.5%, BLM helicase inh -3.6%, POLH inh -17.0%, APE1 inh 11.8%, POLK inh -10.5%, Glioma ERSR ind -3.5% and LDHA inh 0.8.
COC(=O)[C@H](CCSC)NC(=O)Cn1cc(C)c(=O)[nH]c1=O was read as POLI inh 21.9%, POLH inh -10.3%, POLK inh -3.9%, Glioma ERSR ind -0.8% and LDHA inh -11.2.
Screening CCCCN(C)CCCNC(=O)Cn1ncc2c3ccccc3n(Cc3cccc(Cl)c3)c2c1=O returned Pol beta inh -0.4%, Apoferritin bind -5.7%, POLI inh -7.4%, BLM helicase inh 3.4%, POLH inh 5.0%, POLK inh -15.0%, Glioma ERSR ind -1.8% and LDHA inh -8.3.
For O=C(Nc1cccc(Cl)c1)NC1CC2CCC(C1)N2Cc1cccs1 (configuration not stated) the results were Pol beta inh -2.8%, Apoferritin bind -6.3%, POLI inh -4.2%, BLM helicase inh 3.1%, POLH inh -12.6%, APE1 inh 4.0%, POLK inh 7.0%, Glioma ERSR ind -4.1% and LDHA inh -2.1.
CCOC(=O)C(C(=O)OCC)C1CCS(=O)(=O)C1 (configuration not stated) was read as Pol beta inh 2.4%, Apoferritin bind -3.0%, POLI inh 7.1%, BLM helicase inh 0.1%, POLH inh 8.3%, APE1 inh 2.8%, POLK inh -15.6%, Glioma ERSR ind -4.0% and LDHA inh -0.4.
For Cc1nc(-c2cn[nH]c2)c2cc(C)oc2n1 the results were Pol beta inh -6.7%, Apoferritin bind -8.7%, POLI inh 14.8%, BLM helicase inh -2.2%, POLH inh -9.3%, APE1 inh -3.6%, POLK inh 4.4%, Glioma ERSR ind -0.7% and LDHA inh -6.7.
For Cc1ccc2nc(SCC(=O)N3CCCC3)nc(=O)n2c1 the results were POLI inh 37.5%[activator], POLH inh -1.8%, APE1 inh 1.8%, POLK inh -1.8%, Glioma ERSR ind -1.9% and LDHA inh -2.2.
For Cc1cccc(NS(=O)(=O)c2ccc(C(=O)NCCCN3CCOCC3)cc2)c1C the results were Pol beta inh -3.5%, Apoferritin bind -10.3%, POLI inh 29.1%, BLM helicase inh -1.1%, POLH inh -14.4%, APE1 inh -12.5%, POLK inh -21.5%, Glioma ERSR ind -2.2% and LDHA inh -3.4.
For CC(=O)Oc1ccc(S(=O)(=O)c2ccc(OC(C)=O)cc2)cc1 the results were Pol beta inh 41.5%[activator], Apoferritin bind -3.2%, POLI inh 28.3%, BLM helicase inh -3.7%, POLH inh -12.4%, APE1 inh 12.3%, POLK inh 3.5%, Glioma ERSR ind -3.9% and LDHA inh -1.0.
`O=C(C1CC1)N1CCN=C1SCc1cccc(C(F)(F)F)c1` gave Pol beta inh 0.1%, Apoferritin bind inconclusive, POLI inh -5.4%, BLM helicase inh 0.7%, POLH inh -10.0%, APE1 inh -10.1%, POLK inh -5.5%, Glioma ERSR ind -2.4% and LDHA inh -3.4.
For COc1ccc(CCNC(=O)CSc2ccc(-c3cccs3)nn2)cc1 the results were Pol beta inh -2.6%, Apoferritin bind -4.7%, POLI inh 118.3%[activator], BLM helicase inh -5.6%, POLH inh -7.5%, APE1 inh 1.4%, POLK inh -10.3%, Glioma ERSR ind -0.3% and LDHA inh 0.3&-7.4.
`CCCNC(=O)c1c(N)n(-c2ccc(S(N)(=O)=O)cc2)c2nc3ccccc3nc12` gave Pol beta inh inconclusive, Apoferritin bind 62.8%[activator], POLI inh inconclusive, BLM helicase inh 20µM*, POLH inh inconclusive, APE1 inh 10.8%, POLK inh 2.4%, Glioma ERSR ind -5.1% and LDHA inh -3.8.
`COc1ccccc1NC(=O)C1=C(C)NC(=O)NC1c1ccc(C)cc1` (configuration not stated) gave Pol beta inh 2.9%, Apoferritin bind -1.9%, POLI inh -7.7%, BLM helicase inh -0.4%, POLH inh -12.0%, APE1 inh -14.8%, POLK inh 7.1%, Glioma ERSR ind -6.4% and LDHA inh -0.8.
Cn1nc(C(=O)NNC(=O)COc2ccccc2)c2ccccc2c1=O was read as Pol beta inh 10.3%, Apoferritin bind -12.5%, POLI inh 12.2%, BLM helicase inh -1.3%, POLH inh -21.9%, APE1 inh 5.0%, POLK inh -3.7%, Glioma ERSR ind -3.9% and LDHA inh -4.5.
Screening CCOC(=O)c1c(-c2ccc(OC)cc2)oc2cc(Br)c(O)cc12 returned Pol beta inh -0.9%, Apoferritin bind -12.7%, POLI inh 7.9%, BLM helicase inh -7.9%, POLH inh -4.9%, APE1 inh 12.0%, POLK inh -3.0%, Glioma ERSR ind -6.7% and LDHA inh -9.1.
Cc1cc2nc(-c3ccc(SCc4ccccc4C#N)nc3)[nH]c2cc1C was read as Pol beta inh 3.5%, Apoferritin bind 6.0%, POLI inh inconclusive, BLM helicase inh -1.9%, POLH inh 3.4%, APE1 inh -5.7%, POLK inh -14.3%, Glioma ERSR ind -0.1% and LDHA inh 0.5.
`CC(C)C(C)NC(=O)CN1C(=O)NC2(CCCCCC2)C1=O` (configuration not stated) gave Pol beta inh 12.7%, Apoferritin bind -13.6%, POLI inh 29.1%, BLM helicase inh 1.8%, POLH inh -1.9%, APE1 inh -0.3%, POLK inh -7.6%, Glioma ERSR ind -3.1% and LDHA inh -16.1.
`COc1ccc(CCn2c(N)c(C(=O)NCc3ccco3)c3nc4ccccc4nc32)cc1` gave Pol beta inh -0.6%, Apoferritin bind 149.3%[activator], POLI inh inconclusive, BLM helicase inh -11.7%, POLH inh -12.6%, APE1 inh 0.7%, POLK inh -17.9%, Glioma ERSR ind -3.2% and LDHA inh -5.5.
Screening O=C(CCS(=O)(=O)c1ccc(Br)s1)NCc1cccs1 returned Pol beta inh 28.9%, Apoferritin bind -11.1%, POLI inh 31.4%[activator], BLM helicase inh 3.3%, POLH inh -5.5%, APE1 inh 15.6%, POLK inh 11.6%, Glioma ERSR ind 4.5% and LDHA inh -8.1.
For CN(C)CCCN1C(=O)C(O)=C(C(=O)c2cc3ccccc3o2)C1c1ccccc1 (configuration not stated) the results were Pol beta inh 64.9%, Apoferritin bind -23.1%, POLI inh 61.4%[activator], BLM helicase inh -3.1%, POLH inh inconclusive, APE1 inh -7.7%, POLK inh -10.6%, Glioma ERSR ind -3.0% and LDHA inh 9.6.
For O=C(CCn1cccc1)NCc1ccc(Cl)cc1 the results were Pol beta inh 12.7%, Apoferritin bind -4.8%, POLI inh 1.9%, BLM helicase inh 0.4%, POLH inh -10.2%, APE1 inh -1.1%, POLK inh 1.6%, Glioma ERSR ind 2.0% and LDHA inh -3.6.
